Screening data deposited in PubChem BioAssay by several laboratories.
Diaph inh CS: inhibits diaphorase or chemically oxidizes, flagging diaphorase assay artifacts | diaphorase resazurin-to-resorufin fluorescence, NADH, 16 min; bacterial (C. kluyveri) enzyme, not human | inhibition, % at 20 µM | actives 0.69% (n = 190,000) | AID 1217;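 active = primary screen inhibition at 20 µM above a set limit, cut at about 50% in these data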;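 also: plate controls were DMSO with full reaction for no effect and wells lacking NADH for full effect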
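controls = No-NADH positive control and DMSO neutral control | system = Clostridium kluyveri diaphorase enzyme | timing = reaction incubation of 16 min at room temperature | signal = resorufin fluorescence 544/590 nm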
G6PDH CS: counter-screen for G6PDH assay hits: L. mesenteroides G6PDH inhibition. Purified L. mesenteroides G6PDH, diaphorase/resazurin coupled fluorescence, 45 min. inhibition, % at 5 µM. actives 0.12% (n = 200,000)
PMI act satM6P: activators of human phosphomannose isomerase at near-saturating mannose 6-phosphate; P34949; coupled PMI enzyme assay, resazurin fluorescence, 20 min; stronger effect = higher value; 1 = untreated enzyme, 0 = substrate-free blank; activation factor at 20 µM; actives 0.34% (n = 190,000); AID 1216;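 active = activation factor of 2 or more at 20 µM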
Target sequence (P34949 whole entry, looked up): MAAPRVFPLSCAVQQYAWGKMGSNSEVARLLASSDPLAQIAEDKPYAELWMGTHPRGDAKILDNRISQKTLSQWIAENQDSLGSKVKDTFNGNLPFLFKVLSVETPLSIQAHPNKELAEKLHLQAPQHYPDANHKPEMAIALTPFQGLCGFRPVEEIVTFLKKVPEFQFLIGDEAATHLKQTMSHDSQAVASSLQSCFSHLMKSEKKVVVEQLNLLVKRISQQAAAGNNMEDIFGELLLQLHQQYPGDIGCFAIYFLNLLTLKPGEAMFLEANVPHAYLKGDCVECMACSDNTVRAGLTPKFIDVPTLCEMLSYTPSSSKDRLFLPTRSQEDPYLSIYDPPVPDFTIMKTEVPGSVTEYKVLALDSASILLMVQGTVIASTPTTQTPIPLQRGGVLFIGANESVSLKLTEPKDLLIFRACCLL
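Material: human phosphomannose isomerase with PGI, G6PDH, diaphorase coupling enzymes / Reagent: Man-6-P substrate 1.0 mM / Dosing: single compound dose of 20 µM, 1% DMSO final / Incubation: enzyme reaction with compound 20 min at room temperature / Signal: resorufin fluorescence (Ex 544/Em 590 nm) from resazurin via diaphorase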
Redox H2O2 prof: compounds producing H2O2 with reducing agent – biochemical, NIH compound library profiling, artefact control for MLSCN library redox annotation, primary screen; actives 0.03% (n = 200,000); AID 878; activation, % at 10 µM; DTT-dependent redox cycling H2O2, phenol red/HRP absorbance; 100% = 100 µM peroxide control, 0% = buffer;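 active = activation of at least 50% relative to the plate's high and low controls in the primary single-dose screen; inactive = activation below 50%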;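 also: compound incubated with DTT at 0.8 mM final as the reducing agent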
Diaphorase act: counter-screen for diaphorase-based assays: diaphorase activators and chemical reducers; AID 1229; Diaphorase/resazurin coupled assay, resorufin fluorescence, 16 min; stronger effect = higher value; 1 = vehicle wells, 0 = NADH-free wells; activation factor at 20 µM; actives 0.005% (n = 190,000);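 active = diaphorase activity raised at least twofold by the compound at 20 µM; inactive = activation factor below 2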
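Material: Clostridium kluyveri diaphorase, purified enzyme; Quantity: enzyme 0.07 U/mL final; Medium: HEPES pH 7.4 buffer with MgCl2 and Tween 20; Dosing: single compound dose of 20 µM, 1% DMSO final; Schedule: 16 min reaction at room temperature; Measured by: red resorufin fluorescence at 544/590 nm excitation/emission.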
L major viab: inhibitors of Leishmania major promastigote growth. inhibition, % at 10 µM. actives 9% (n = 200,000). Leishmania major promastigotes, resazurin fluorescence viability. AID 1063;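 also: promastigotes grown with compound for 44 hours at 28 °C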
RAM inhibit: inhibitors of the yeast RAM network; S. cerevisiae dse1pr::URA3 reporter, 5-FOA growth OD615, 2 d; analog-sensitive cbk1-as2 kinase mutant strain; inhibition, % at 50 µM; actives 1.8% (n = 190,000); AID 868;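 active = inhibition above a set limit, 3 SD over mean compound inhibition, cut at about 8.4% in these data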;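 also: 0% = DMSO-only wells with no growth and 100% = 10 µM 1-NA-PP1 full growth; inhibition rescues growth on 5-FOA so higher OD means more RAM inhibition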
TLR4-MyD88 BLA: TLR4-MyD88 interaction inhibition in cells | O00206+Q99836 | HeLa CL3-4 TLR4/MyD88 BLA complementation, FRET ratio | inhibition, % at 8.4 µM | actives 0.18% (n = 200,000); in the data active = inhibition above about 25%;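 also: 0% = vehicle and 100% = reference inhibitor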
Hsp70 act: switches on Hsp70 transcription. actives 0.04% (n = 200,000). activation, % at 10 µM. HeLa Hsp70 promoter luciferase reporter, luminescence; scaled: vehicle 0, proteasome-inhibitor control 100%;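 active = activation above the mean across all tested compounds plus 3 SD, cutoff set per campaign, cut at about 5.5% in these data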;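 also: 100% = MG132 at 30 µM as the positive control and 0% = DMSO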
S1P3 antag: blocks the human S1P3 receptor; actives 0.27% (n = 170,000); CHO S1P3 NFAT-BLA reporter, FRET fluorescence, antagonist mode; inhibition, % at 4.98 µM; Q99500;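 active = inhibition above the plate cutoff, the mean inhibition of test wells on that plate plus 3 SD, cut at about 28% in these data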;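 also: cells challenged with S1P at its EC80 of 0.8 µM; blue over green emission ratio from cleaved BLA substrate after 4 h stimulation; 0% = S1P-stimulated wells and 100% = unstimulated DMSO-only wells; some compounds past the cut are filed as inactive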
Target sequence (Q99500 whole entry, looked up): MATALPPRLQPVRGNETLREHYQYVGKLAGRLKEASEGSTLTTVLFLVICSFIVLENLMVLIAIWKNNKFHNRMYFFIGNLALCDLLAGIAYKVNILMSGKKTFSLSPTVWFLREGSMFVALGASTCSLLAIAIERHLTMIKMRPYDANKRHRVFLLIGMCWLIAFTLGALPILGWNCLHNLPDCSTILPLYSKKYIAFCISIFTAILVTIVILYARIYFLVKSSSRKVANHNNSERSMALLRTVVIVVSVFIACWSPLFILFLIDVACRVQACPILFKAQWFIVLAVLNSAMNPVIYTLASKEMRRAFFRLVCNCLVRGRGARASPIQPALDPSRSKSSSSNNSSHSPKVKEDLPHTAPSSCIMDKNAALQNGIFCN
PMI activator: phosphomannose isomerase (human) activation; purified human PMI, coupled resazurin fluorescence, 20 min; stronger effect = higher value; 1 = vehicle control, 0 substrate-free wells; activation factor at 20 µM; actives 0.005% (n = 190,000); AID 1214;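 active = activation factor of 2 or more at 20 µM, relative to plate controls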
The depositor's hits bear a star; · = not tested or not shown. Rule as the data show it, unless noted: active = inhibition above about 50%; inactive = the rest.

SMILES	Diaph inh CS	G6PDH CS	PMI act satM6P	Redox H2O2 prof	Diaphorase act	L major viab	RAM inhibit	TLR4-MyD88 BLA	Hsp70 act	S1P3 antag	PMI activator
CN(C(=O)c1ccc(NC(=O)C2CC=CCC2C(=O)O)cc1)c1ccccc1 (stereo unspecified)	13	13	0.8	2.0	0.9	-8	-0.7	-7	-0.3	0	0.9
CCOCCn1c(N2CCN(c3ccc(OC)cc3)CC2)nc2c1c(=O)n(C)c(=O)n2C	6	9	1	1.0	0.9	-4	0.4	4	-0.4	-26	1.1
O=C(CC1(O)C(=O)Nc2cc(Cl)cc(Cl)c21)c1ccccc1O (stereo unspecified)	16	5	0.6	-2.0	0.8	15	3.0	4	-0.2	-7	0.9
COc1ccc(C(=O)c2coc(-c3ccccc3C(=O)O)c2C(=O)O)cc1	8	3	1	-0.2	0.9	-2	0.8	3	-0.2	-1	1.1
O=C(Sc1nnc(-c2ccccc2)o1)N1c2ccccc2Sc2ccccc21	24	1	1.1	0.2	0.8	4	3.1	0	-0.3	-7	1.1
CCOC(=O)c1nnc(-c2ccc(C)cc2)nc1N1CCSCC1	28	12	0.8	-1.8	0.7	19	0.2	-15	-0.2	13	0.8
Cn1c(CC(=O)Nc2ccc(Cl)c(Cl)c2)n[nH]c1=S	3	-2	1.2	-0.8	1	-10	1.4	0	-0.2	-5	1.1
COc1ccccc1N1CCN(c2nc3ccccn3c(=O)c2C=O)CC1	6	-20	1	1.2	0.9	-3	1.2	-7	-0.4	·	1
CCOc1ccccc1-n1nnnc1SCc1nc2ccccc2s1	11	-3	1.2	-0.6	0.9	39	9.9*	16	0.1	-3	1
CCN(CC)c1ccc(NC(=O)Cn2cc3c(n2)CCC(C)C3)c(C)c1 (stereo unspecified)	-1	18	0.9	-4.0	1	-6	2.5	3	-0.3	-12	0.9
O=C(O)Cc1sc(-c2cccnc2)nc1-c1ccc(Br)cc1	8	8	1.4	0.0	0.9	0	2.2	-6	-0.2	-5	1.4
COc1ccc(C/C(C)=N/NC(=O)C2COc3ccccc3O2)cc1 (stereo unspecified)	-4	-1	1	0.0	1	-9	2.4	-6	-0.2	-2	1
Cc1ccccc1-n1nnnc1Sc1nnnn1-c1ccccc1	12	1	1	0.0	0.9	100*	0.0	-1	0.6	·	1
COc1ccc(-c2nn(-c3ccccc3)cc2/C=C/C(=O)OCC(=O)Nc2cccc(C#N)c2)cc1	4	-14	0.9	-0.4	1	-4	2.8	-2	0.1	-5	0.9
Cc1ccc(NC(=O)CCn2nnc3ccccc32)cc1	9	14	1	-0.4	0.9	1	1.8	-4	0.1	-6	0.9
COCCCNc1ccc([N+](=O)[O-])cc1C(=O)Nc1cccc(C)n1	1	0	0.9	-1.7	1	11	4.0	6	-0.4	4	1
COC(=O)c1cccc(CSc2nc3ccccc3[nH]2)c1	15	5	1.1	-0.1	0.8	4	0.7	5	-0.3	1	1
O=C(CSc1nnc2ccc3ccccc3n12)N1CCOCC1	-1	14	1	0.0	1	0	-0.8	0	0.0	-6	1
O=C(NCCc1c[nH]c2ccccc12)C1CCN(c2nnc(N3CCCC3=O)s2)CC1	1	6	0.9	1.3	1	84*	1.3	-5	-0.3	-22	0.9
CCOc1ccc2oc(C(=O)NCC(C)(C)CN(C)C)c(C)c2c1	3	13	0.9	-1.8	1	17	2.6	-9	-0.2	-23	0.9
COc1ccc(Cn2c(-c3ccc(C)cc3)nc3c(c(=O)c4ccccc4n3C)c2=O)cc1	12	-1	1	1.3	0.9	88*	9.9*	1	-0.3	-8	1.1
O=C(CN1C(=O)c2ccccc2S1(=O)=O)NCc1ccco1	15	8	0.9	-0.3	0.9	-7	0.4	-7	-0.3	-14	0.9
CSc1ccccc1NC(=S)NC1CCCCC1	14	-1	0.9	-0.4	0.9	28	0.4	1	-0.2	7	0.9
O=C(CN1CCN(Cc2ccccc2)CC1)NCCNc1ccc([N+](=O)[O-])cn1	10	3	0.6	0.9	0.9	2	3.8	-1	-0.3	51*	0.8
COc1ccc(OCC(=O)NCCc2c[nH]c3ccccc23)cc1	·	10	·	-0.3	·	64*	-1.8	-3	-0.3	-1	·
CCCNC(=O)c1ccccc1NC(=O)c1ccccc1SC	40	7	1	-0.1	0.6	14	1.4	16	-0.2	3	1
COc1cc(CN2CC(=O)N(c3ccc(C)cc3)C2=S)cc(OC)c1OC	11	7	1	0.6	0.9	82*	5.0	2	-0.3	2	0.9
CCCCC(=O)Nc1cccc(-c2csc(-c3ccccc3)n2)c1	20	-2	0.8	3.1	0.8	-4	18*	-6	-0.3	-7	0.9
C=CCn1c(C)cc(C(=O)CN2C(=O)c3ccccc3C2=O)c1C	18	2	1	-0.5	0.8	4	4.3	11	-0.2	-11	0.9
CN(C)CCCC(C)(O)C(C)(C)c1ccccc1 (stereo unspecified)	6	1	0.9	-0.1	0.9	-3	0.6	5	0.8	-5	1
CN1C(=O)NC(c2cccc(O)c2)C(C(=O)c2cccs2)C1(O)C(F)(F)F (stereo unspecified)	-1	12	1	0.7	1	1	0.8	0	0.0	-3	1
Cc1ccc(-n2c(SCC(=O)OC(C)C)nnc2-c2cnccn2)cc1	13	4	0.9	-1.3	0.9	-5	0.0	6	-0.3	14	1
Nc1n[nH]c2cc(=O)n(-c3cccc(C(F)(F)F)c3)nc12	0	-2	1.1	-1.5	1	2	1.6	1	-0.5	-2	1.1
CCc1cccc(CC)c1NC(=S)NCC(c1cccnc1)N(C)C (stereo unspecified)	11	3	1	0.0	0.9	2	1.4	2	-0.2	-9	1
CC(C)Cn1c(CN(Cc2ccccc2)Cc2ccccc2)nc2c1c(=O)n(C)c(=O)n2C	24	-16	0.8	-0.3	0.8	16	1.0	-17	-0.4	-5	0.8
COc1ccc(Cl)cc1NC(=S)N1CCC(c2ccc(C)cc2)C1 (stereo unspecified)	9	4	0.9	2.6	0.9	4	4.9	-2	0.3	-4	0.9
Cn1c(NCc2ccccc2)nc2c1c(=O)n(Cc1ccc(Br)cc1)c(=O)n2C	33	4	0.8	-0.8	0.7	10	3.6	3	-0.4	·	0.8
COc1ccc(S(=O)(=O)NN=C2CCCCC2)cc1	13	6	1.2	3.7	0.9	-5	0.4	6	0.2	·	1.3
CC(C)N(Cc1nc(-c2ccc3c(c2)OCO3)no1)CC1CCC(=O)N1 (stereo unspecified)	3	3	1.1	0.3	1	-6	0.1	-5	-0.1	-5	1
COC(=O)c1ccc(NCC(=O)N2CCCCCC2)cc1	-16	1	1.1	0.5	1.2	-4	0.2	-2	-0.3	-16	1.1
Cc1nn(CC(=O)NCc2cc3ccccc3[nH]2)c(C)c1[N+](=O)[O-]	20	11	0.9	-0.1	0.8	30	0.9	-10	-0.2	15	0.8
FC(F)(F)c1nc2ncc(Cl)cc2[nH]1	5	-5	1.1	-2.4	1	-5	0.8	0	0.1	-55	1
Cc1cnc([N+](=O)[O-])n1CCOC(=O)NC(=O)c1cccc(F)c1	-16	8	1	0.5	1.2	-3	3.2	-5	-0.2	-27	1.1
CC(=O)c1ccc(-c2ccc(C(=O)NC3CCCCCC3)o2)cc1	2	4	1	0.0	1	15	2.3	1	-0.4	-3	1.1
CCC1CCCCN1CCCNC(=O)CCCOc1cc(=O)n(C)c2ccccc12 (stereo unspecified)	-1	-1	1	-0.5	1	0	-0.8	4	-0.1	9	1.1
Cc1ccc(C(=O)NNC(=S)NC(=O)c2ccco2)cc1	41	2	1.1	-1.3	0.6	21	-1.8	4	-0.3	1	1
COc1cccc(C(c2c(C)[nH]n(-c3ccccc3)c2=O)c2c(C)[nH]n(-c3ccccc3)c2=O)c1OC	30	-3	0.8	0.0	0.7	32	6.2	-9	-0.3	1	0.9
Cn1c(C(=O)OC(C(=O)NC2CCCCC2)c2ccncc2)cc2sccc21 (stereo unspecified)	6	5	0.9	0.6	0.9	5	5.4	2	-0.2	38	0.8

Record cards, from the list above. Order of values: Diaph inh CS, G6PDH CS, PMI act satM6P, Redox H2O2 prof, Diaphorase act, L major viab, RAM inhibit, TLR4-MyD88 BLA, Hsp70 act, S1P3 antag, PMI activator
Cn1c(NCc2ccccc2)nc2c1c(=O)n(Cc1ccc(Br)cc1)c(=O)n2C in the list: 33, 4, 0.8, -0.8, 0.7, 10, 3.6, 3, -0.4, ·, 0.8
COc1ccc(S(=O)(=O)NN=C2CCCCC2)cc1 in the list: 13, 6, 1.2, 3.7, 0.9, -5, 0.4, 6, 0.2, ·, 1.3

Additional compounds.
SMILES	Diaph inh CS	G6PDH CS	PMI act satM6P	Redox H2O2 prof	Diaphorase act	L major viab	RAM inhibit	TLR4-MyD88 BLA	Hsp70 act	S1P3 antag	PMI activator
O=C(CCCSc1nc2ccccc2[nH]1)N1CCN(c2ccccc2)CC1	6	2	1	1.8	0.9	3	-1.5	8	-0.1	-8	1
CCCNC(=O)NC(C)C12CC3CC(CC(C3)C1)C2 (stereo unspecified)	8	-6	1	0.0	0.9	5	1.4	-2	-0.2	·	1
O=[N+]([O-])c1ccc(NC(=S)NCCc2ccc(F)cc2)cc1	14	-19	0.9	0.4	0.9	20	-0.7	-11	-0.2	-1	0.9
CCOC(=O)C1=C(C)NC2=C(C(=O)CCC2)C1c1coc2ccccc2c1=O (stereo unspecified)	8	14	1.1	0.2	0.9	-1	0.2	-9	-0.5	·	1
Fc1ccccc1CNC(=S)Nc1ccc(Cl)cc1	4	1	1	0.3	1	17	-0.2	9	-0.2	7	0.9
Cc1ccc(C(O)CN2C3=NCCN3c3ccccc32)cc1 (stereo unspecified)	23	1	0.8	12	0.8	96*	-2.1	-7	0.0	25	0.9
CN(CCc1cnn(C)c1)Cc1cn(C)nc1-c1ccccc1F	0	18	1	-1.5	1	-3	0.1	-10	0.1	-11	1
COc1c(C)cc(C(=O)C2CCCN(C(=O)c3ccc4[nH]ccc4c3)C2)cc1C (stereo unspecified)	13	6	1	-0.1	0.9	-6	1.1	9	0.5	6	0.9
CCc1cccc2c(C(=O)COC(=O)C3=NNC(=O)CC3)c[nH]c12	1	7	1	-2.2	1	-1	1.5	-6	0.5	-1	1
CC(=O)N(c1ccccc1)C1SC(=O)N(c2ccccc2)C1=O (stereo unspecified)	13	7	0.9	-0.2	0.9	-4	0.7	7	-0.4	-18	0.9
